Assay outcomes: PubChem BioAssay, National Center for Advancing Translational Sciences (NCATS)
12-LOX inh – Primary qHTS assay for inhibitors of human arachidonate 12S-lipoxygenase (ALOX12): Round 2; Polyunsaturated fatty acid lipoxygenase ALOX12 (Homo sapiens), P18054; purified 12hLO, xylenol orange hydroperoxide absorbance; Potency, µM (doses to about 108 µM), for inactives: top-dose activity change, negative = inhibition, most hits filed as inhibitors; hit rate 1.1% among 580,000; AID 1671190, 2021; active = well fitted inhibition curve with a large enough effect; inconclusive = small, poorly fitted or top-dose-only effect, or another doubt; inactive = no such curve, though single readings can be large or run the other way
Target sequence (P18054 whole entry, looked up): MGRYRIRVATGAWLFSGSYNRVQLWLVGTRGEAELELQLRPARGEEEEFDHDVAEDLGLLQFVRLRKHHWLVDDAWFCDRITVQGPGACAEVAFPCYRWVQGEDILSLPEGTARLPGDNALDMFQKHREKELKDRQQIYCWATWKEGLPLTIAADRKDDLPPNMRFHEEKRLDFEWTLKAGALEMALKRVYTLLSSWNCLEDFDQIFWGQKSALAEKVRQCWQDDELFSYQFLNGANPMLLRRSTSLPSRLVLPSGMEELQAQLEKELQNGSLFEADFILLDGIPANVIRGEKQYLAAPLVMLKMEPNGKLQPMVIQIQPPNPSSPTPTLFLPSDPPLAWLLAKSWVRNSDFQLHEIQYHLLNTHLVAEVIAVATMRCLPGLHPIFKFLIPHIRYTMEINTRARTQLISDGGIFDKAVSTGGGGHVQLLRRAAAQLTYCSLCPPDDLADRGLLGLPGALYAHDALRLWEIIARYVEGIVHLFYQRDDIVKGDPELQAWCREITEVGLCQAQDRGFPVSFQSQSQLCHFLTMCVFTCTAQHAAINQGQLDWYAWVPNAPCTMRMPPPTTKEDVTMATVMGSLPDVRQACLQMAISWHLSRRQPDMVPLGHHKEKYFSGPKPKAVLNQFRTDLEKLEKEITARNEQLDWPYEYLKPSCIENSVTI
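Purified human 12hLO at 150 nM in 25 mM Hepes, 0.01% Triton X-100, pH 7.0, preincubated 15 min at room temperature with compound. Reaction started with 40 uM arachidonic acid, 30 min at room temperature. Hydroperoxide measured by Fe-xylenol orange, 573/405 nm absorbance ratio.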
* marks the source's active call; other numbers are inactive results; ? = inconclusive; [ ] = dose if it differs, or a comment. % is scaled to controls: 0 for no effect and ±100 for the full control effect; potency is read from the fitted curve at half-maximal effect. Only part of the results is shown (hit frequency here may not be typical).

SMILES	12-LOX inh
COCCNC(=O)[C@H]1C[C@H](Oc2ccccc2)CN1C(=O)Nc1ccccc1	27%
Cc1cc(C)nc(SCc2nc3cc(NC(=O)c4ccc(F)c(Cl)c4)ccc3n2C)n1	-4%
CC1(C)CC(NC(=O)c2cc(Cn3cnc4ccccc43)[nH]n2)CC(C)(C)N1	22%
O=C(C1CCCC1)N1CC2(CCCN(C3COC3)C2)Cc2ccccc21 (stereo not drawn)	0%[6.33 µM]
COCCOC1CCN(C(=O)c2cccs2)CC1	74%[activator]
O=C(O)CCC(=O)N1CCC2(Cc3ccccc3N(C(=O)C3CCCC3)C2)C1 (stereo not drawn)	7%[6.33 µM]
O=S(=O)(c1ccccc1F)N1CCN(Cc2ncc(-c3ccc(F)cc3)o2)CC1	?
COc1cc(CN2CC[C@H](CNC(=O)C3CC3)[C@H](N(C)C)C2)cc(OC)c1	42%[activator]
Cc1cc(C(=O)N[C@H](C)c2onc(-c3cccnc3)c2C(=O)O)nn1C	?
Cc1ncc(CN2CCC(C(=O)Nc3cccc(-c4cc5ccccc5[nH]4)c3)CC2)cn1	9%
Cc1[nH]c2ccccc2c1/C=C(/C#N)C(=O)NC1CC1	-51%
CS(=O)(=O)N1CC[C@H]2C(=O)NCCCCCCN(Cc3ccncc3)[C@@H]2C1	31%
CN(C)C(=O)c1csc(N2CCN(c3cccc(Cl)c3)CC2)n1	-1%
N#CC1(Br)C(=N)c2ccccc2CC12CCCCC2 (stereo not drawn)	0.56µM*
C/C(CC(C)(C)c1ccccc1)=N\NC(N)=S	?
N#Cc1cc(CN2CCCC(C(=O)Nc3cccc(-c4ccc(F)cc4)c3)C2)c[nH]1 (stereo not drawn)	?
COC(=O)C1=C(C)N(Cc2ccccc2C(F)(F)F)C(=NCc2ccccc2)NC1c1cccc(F)c1 (stereo not drawn)	-9%
O=C(NC1CCCC1)c1nc2ccccc2nc1-c1ccc(F)c(F)c1	-11%
COCCN1C(=O)CC[C@]2(C(=O)NCc3cccc(OC)c3OC)CCCC[C@@H]12	15%
CCC(C)(C)C1CCc2c(sc(NC(=O)c3ccccc3C)c2C#N)C1 (stereo not drawn)	30%

Some of the entries above, set out differently:
> Cc1[nH]c2ccccc2c1/C=C(/C#N)C(=O)NC1CC1
  12-LOX inh: -51%
> CS(=O)(=O)N1CC[C@H]2C(=O)NCCCCCCN(Cc3ccncc3)[C@@H]2C1
  12-LOX inh: 31%
> CN(C)C(=O)c1csc(N2CCN(c3cccc(Cl)c3)CC2)n1
  12-LOX inh: -1%
> N#CC1(Br)C(=N)c2ccccc2CC12CCCCC2 (stereo not drawn)
  12-LOX inh: 0.56µM*

(continued)
SMILES	12-LOX inh
Cc1cccc(-n2nc(-c3c(C)nc4scc(CC(=O)N5CCOCC5)n4c3=O)cc2C)c1	-7%
COc1ccc(-c2cc(-c3nc(-c4cccc(Cl)c4)no3)[nH]n2)cc1	-3%
c1cc(-c2nc(C3CCOC3)nn2C2CCCCC2)co1 (stereo not drawn)	22%
COc1ccc(C(=O)COC(=O)CCc2ccc(-c3ccccc3)o2)cc1	7.9µM*
CC(C)CCNC(=O)c1ccc(-c2ccc(N3CCSCC3)nc2)cc1	22%
COC(=O)c1nc2ccccc2nc1N1CCN(c2ccc(F)cc2)CC1	-7%
FC(F)(F)c1ccc(CN2CC[C@H](c3nnc(-c4ccccc4)o3)C2)cc1	19%[176 µM]
O=C(NCc1nnc2cc(-c3nc(C4CC4)no3)ccn12)c1cccc(Cl)c1	-1%
O=C(/C=C/NC1CCN(Cc2ccccc2)CC1)C(F)(F)F	19%
O=C(COc1ccc(F)cc1F)NC1CCCN(c2ncccn2)C1 (stereo not drawn)	?
CCc1ccc(C(NC(=O)c2nn(C)c(=O)c3ccccc23)C(C)C)cc1 (stereo not drawn)	6%
Cc1cnc(C(=O)NC2C[C@H]3CC[C@@H](C2)N3C(=O)c2ccccc2C)cn1 (stereo partly drawn)	55%[activator]
COc1cc(CNCC2CCOCC2)ccc1OCC(O)CN(C)C1CCCCC1 (stereo not drawn)	46%[activator]
COc1ccc(C(=O)Oc2ccccc2-c2ccccc2)cc1Br	-5%
Cc1cc2nc(CSc3ccc(NC(=O)C(C)(C)C)cc3)c(=O)[nH]c2cc1C	?
CC1(C)CC(NC(=O)CCn2ccc3ccccc32)CC(C)(C)N1	0%
FC(F)Sc1nnc(-c2ccccc2)c2ccccc12	?
C=CCN1CCN(c2nc3c(c(=O)[nH]c(=O)n3C)n2Cc2ccc(Cl)c(Cl)c2)CC1	-3%
COC(=O)[C@@]1(Sc2ccc(OC)cc2)CC(=O)N(c2ccc(OC)cc2)[C@@H]1c1ccc(OC(C)C)c(OC)c1	-18%
Cc1ccc(NC(=O)c2nc3ccccc3nc2N2CCN(C)CC2)c(C)c1	-5%
c1ccc(O[C@H]2COCCN(CC3CC3)C2)cc1	19%[176 µM]
O=C(Nc1ccccc1)c1ccc(CSc2ccc3c(c2)OCCCO3)cc1	4%
Cc1cc(C)c(C(=O)CCCC(=O)O)c(C)c1	-3%
CC(C)(C)c1ccc(C(=O)NC(CC(=O)O)c2ccc(C(C)(C)C)cc2)cc1 (stereo not drawn)	?
CCN(Cc1cccs1)Cc1cc(=O)oc2cc(C)c(C)cc12	?
CC(=O)Nc1cccc(NC(=O)CC[C@H]2NC(=O)c3ccccc3NC2=O)c1	54%[activator]
O=C(O)C1(Oc2ccc3ccccc3c2)CCN(Cc2ccc(CO)o2)CC1	17%
CN(C)c1ccc(NC(=O)c2cc3cc(F)ccc3[nH]2)cc1	?
CCNC(=S)NNC(=O)C(C)C	0%
c1ccc(Cc2cnc(N3CCN(Cc4ccc5c(c4)OCCO5)CC3)nc2)cc1	?
COc1cccc(NC(=O)CC2Sc3ccccc3NC2=O)c1 (stereo not drawn)	-9%
Cc1nc(CN2C(=O)OC3(CCN(C(=O)c4scnc4C)CC3)C2(C)c2ccccc2)cs1 (stereo not drawn)	-3%
O=C(NC[C@H]1O[C@H](Cc2cc(-c3ccccn3)on2)CC[C@@H]1O)Nc1ccccc1	5%[176 µM]
CC(=O)N1CCC(C(=O)NCC2CCN(c3cc(-c4ccc(Cl)cc4)[nH]n3)CC2)CC1	3%
COc1ccc(CC(=O)Nc2ccc([C@H]3OCC(=O)N(Cc4scnc4C)[C@@H]3CO)cc2)cc1	15%
Cc1ccc(C)c(-c2cc3ccccn3c2)c1	?
CC(=O)N(c1ccccc1)c1nc(CSc2nnc(C3CC3)n2Cc2ccccc2)cs1	-21%
O=C(CCC1CCCC1)NCC(c1cccs1)N1CCCC1 (stereo not drawn)	-26%
COc1ccc(NC(=O)C(C)Oc2ccc(C)c(C)c2)c2cccnc12 (stereo not drawn)	-9%
O=C(c1ccc(F)cc1)N1CCOC[C@H](Oc2ccccc2)C1	52%[activator][176 µM]
Cc1cc2nc3n(c(=O)c2n1CC(=O)NC1CCc2ccccc21)CCCCC3 (stereo not drawn)	?
O=C(CN1CCCC1c1nc2ccccc2s1)NC(=O)Nc1ccc2c(c1)OCCO2 (stereo not drawn)	?
CCNC(=O)N(C1CC1)C1CCOC2(CCN(C(=O)c3nn(C)c4ccccc34)CC2)C1 (stereo not drawn)	-6%
COc1cccc(-c2noc(-c3ccc(S(=O)(=O)N4CCCC4)o3)n2)c1	-43%
Cc1ccc(CN2C[C@@H](CO)[C@H](NC(=O)c3ccccc3)C2)nc1	29%
NC(=O)CNC(=O)[C@@]1(O)C[C@@H](O)[C@H](O)[C@@H](NC(=O)NC2CCCCC2)C1	9%[176 µM]
O=C(c1ccsc1)N1CCCC2(C1)Nc1cccnc1NC2=NCc1ccccc1 (stereo not drawn)	53%[activator]
CN(C)C[C@@H]1CN(Cc2ccccn2)C[C@H]1NC(=O)c1n[nH]c2ccccc12	112%[activator]
COc1ccc(CC(=O)N2CNC(=O)C23CCN(C(=O)[C@@H](N)c2ccccc2)CC3)cc1	9%[6.33 µM]
Cc1ccccc1CN1CC[C@@H]2OCC(=O)N(Cc3cccc(C(N)=O)c3)[C@H]2CC1	6%[176 µM]
The list goes on:
SMILES	12-LOX inh
CCOC(=O)N/N=C1\c2ccccc2C2(O)NC(=O)NC12O (stereo not drawn)	0%
CNCc1ccccc1OC	-2%[12.5 µM]
O=C(NCCc1ccccc1)N(C1CCOCC1)C1CCN(CC2CCCCC2)CC1	25%
CN(C)C(=O)c1ccc(N2CCC(NCCC3=CC[C@H]4C[C@@H]3C4(C)C)CC2)cc1	6%
CCc1ccccc1NC(=O)N1CCC(N2CCN(Cc3ccccn3)C(=O)C2=O)CC1	1%
CCc1ccccc1NC(=O)CN1C(=O)C(c2ccccc2)=NC12CCCCCC2	1%
COC(=O)[C@H](NC(=O)[C@@H]1C[C@H](NC(=O)Nc2ccc(OC)cc2)CN1C(=O)C=C(C)C)C(C)C	-22%
O=C(O)CCCC(=O)c1ccc2c(c1)OCCOCCOCCOCCO2	?
COc1cccc(CNC(=O)[C@H]2CCCN2C(=O)[C@H]2CCCN2C(=O)c2ccc(OC(F)(F)F)cc2)c1	-20%
CCCCS(=O)(=O)N1CCCC2(C1)Nc1cccnc1NC2=NCc1ccccc1 (stereo not drawn)	81%[activator]
C[S+](=O)([O-])N1CC2(CCN(Cc3ccc(Cl)cc3)CC2)Cc2ccccc21	6%[6.33 µM]
COc1ccc(-c2[nH]nc3ncc(C(=O)NCC(C)C)nc23)c(C)c1	1%[176 µM]
O=C1NCCCCCN(S(=O)(=O)c2ccc3c(c2)OCCO3)[C@H]2CCC[C@@H]12	41%[activator]
CC(C)NC(=O)c1ccccc1NC(=O)C1CCN(S(=O)(=O)Cc2ccc(F)cc2)CC1	3%
CS(=O)(=O)N1N=C(c2ccccc2)CC1c1ccco1 (stereo not drawn)	-22%
O=C(CCC[C@@H]1[C@H]2CCCN3CCC[C@@H](CN1C(=O)Cc1ccc(F)cc1)[C@@H]23)N1CCOCC1	20%
Cc1oc(-c2cccc(C(F)(F)F)c2)nc1CN1CCCC(CO)C1 (stereo not drawn)	73%[activator]
CC(Oc1ccccc1)C(=O)N1CCC2(CC1)NC(=O)N(c1ccccc1Cl)N2 (stereo not drawn)	1.4µM*
Cc1nn(CC(=O)Nc2nc3c(C)cccc3s2)c(=O)c2ccccc12	-3%
COc1cccc(CCC(=O)NC(C)C(=O)N2CCN(c3ccccn3)CC2)c1 (stereo not drawn)	12%
COc1ccc2[nH]c(C(=O)NCC(=O)N3CCCCCCNC(=O)CC3c3ccccc3)cc2c1 (stereo not drawn)	16%
CCCCCCNc1nc2c(c(=O)[nH]c(=O)n2C)n1CC(O)COC(C)C (stereo not drawn)	8%
O=C(O)c1ccc2c(c1)N(C(=O)c1ccc(F)cc1)CC2	30%
Cc1ccc(C2Cn3nnc(C(=O)N4CCC(C(=O)NCc5cc(F)cc(F)c5)CC4)c3CO2)cc1 (stereo not drawn)	-2%
CC1(C)Cc2c(c(N3CCOCC3)nc3sc(C(=O)Nc4cccc5ccccc45)c(N)c23)CO1	?
O=C([C@H]1O[C@H](CCN2CCN(c3ccccc3)CC2)CC[C@@H]1O)N1CCOCC1	14%[176 µM]
N#Cc1nc(C2CC2)oc1N1CCN(C(=O)c2cccnc2)CC1	-30%
COc1ccc(F)cc1-c1ccc(CN)cc1	58%[activator][176 µM]
O=C(Nc1cccc(F)c1)C1(CCO)CCN(c2ncccn2)C1 (stereo not drawn)	16%
O=C(Nc1ccc(Br)cc1F)c1ccc2nc(N3CCCCC3)sc2c1	?

Grouped by structure, the compounds so far containing two or more sulfur atoms.
SMILES	12-LOX inh
Cc1nc(CN2C(=O)OC3(CCN(C(=O)c4scnc4C)CC3)C2(C)c2ccccc2)cs1 (stereo not drawn)	-3%
CC(=O)N(c1ccccc1)c1nc(CSc2nnc(C3CC3)n2Cc2ccccc2)cs1	-21%

Structures listed so far marked active in 12-LOX inh.
SMILES	12-LOX inh
N#CC1(Br)C(=N)c2ccccc2CC12CCCCC2 (stereo not drawn)	0.56µM*
COc1ccc(C(=O)COC(=O)CCc2ccc(-c3ccccc3)o2)cc1	7.9µM*
CC(Oc1ccccc1)C(=O)N1CCC2(CC1)NC(=O)N(c1ccccc1Cl)N2 (stereo not drawn)	1.4µM*

(continued)
SMILES	12-LOX inh
COc1ccc2c(c1)OCC(CNC(=O)c1scc3c1OCCO3)C2 (stereo not drawn)	11%
CC(=O)Nc1ccc(NC(=O)C2c3ccccc3C(=O)N(C3CCCC3)C23CCCC3)cc1 (stereo not drawn)	53%
C=CCNC(=O)c1cnn2c1CN(C(=O)c1ccccc1)CC2	5%[6.33 µM]
CC1Oc2ccc(NC(=O)Cc3ccc(F)cc3)cc2CN(Cc2ccc(Cl)cc2)C1=O (stereo not drawn)	0%
O=C(c1ccccc1)C1CCN(c2ncc(C(F)(F)F)cc2Cl)CC1	-12%
c1cnc2c(-n3nc(C4CCOCC4)nc3C3CC3)cccc2c1	18%
CCN1c2cc(C(=O)Nc3cc(C)cc(C)c3)ccc2C(=O)N2CCCCC21 (stereo not drawn)	?
COc1ccc(C(=O)NC2CCN(c3cc(-c4ccccc4)[nH]n3)C2)cc1OC (stereo not drawn)	40%[activator]
C/C(=N\NC(=O)Nc1ccccc1)c1ccc(Br)cc1	-6%
Cc1cc(C)cc(N2CC(c3nnc(NC(=O)c4cccc(NC(=O)C(C)C)c4)s3)CC2=O)c1 (stereo not drawn)	-1%
COc1ccccc1-c1cnc(Nc2cc(F)cc(N3CCOCC3)c2)c2c1CCO2	5%[176 µM]
